Cycloheximide cs: counter-screen for Shiga toxin inhibitors: cycloheximide protein synthesis inhibition; AID 2314; max response, %; cell reporter, cycloheximide protein synthesis inhibition counterscreen; hit rate 12% among 300,000; in the data active = max response mostly above about 13%, no sharp cut-off; inactive = mostly below about 14%; note: read at 38.3 µM for the half of the compounds with a filed dose; 0% is about no effect
Pf growth 48h: P. falciparum growth inhibition at 48 hours (one generation) | P. falciparum luciferase growth in erythrocytes, 48 h | Potency, µM (doses to about 28.7 µM), inactives show at the highest dose activity change, negative = inhibition, most hits filed as inhibitors | hit rate 5.9% among 310,000; note: potency is the fitted concentration of half-maximal effect; % is set by controls: 0 for no effect and ±100 for the full control effect
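Cell-based growth assay: transgenic P. falciparum expressing firefly luciferase, cultured in red cells within RPMI 1640 containing 0.5% w/v Albumax, 24 mM bicarbonate and gentamycin. A drop in luciferase activity indicates inhibition.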
HCV inh: blocks hepatitis C virus. hit rate 3.4% among 340,000. Huh7.5.1 HCVcc-Cre infection, luciferase reporter, 44 h. AID 651820. Potency, µM (doses to about 41.8 µM), without a hit: at the highest dose activity change, negative = inhibition, usual class: inhibitors; note: potency is the fitted concentration of half-maximal effect; % is set by controls: 0 for no effect and ±100 for the full control effect
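HCVcc-Cre virus at an moi near 0.5 was added right after compound to cells cultured 4 h from seeding (1,000 cells/well). Luciferase activity was determined 44 h later, 15 min after substrate addition at RT.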
Giardia FBPA inh: Giardia lamblia aldolase inhibition; A8B2U2; Potency, µM (titrated, usually from 59.6 µM), without a hit: top-dose activity, negative = inhibition, usual class: inhibitors; hit rate 0.71% among 290,000; purified Giardia FBPA; note: potency is the fitted concentration of half-maximal effect; % is set by controls: 0 for no effect and ±100 for the full control effect; nearly all actives have a fitted effect of over 55% in size
Target sequence (A8B2U2 whole entry, looked up): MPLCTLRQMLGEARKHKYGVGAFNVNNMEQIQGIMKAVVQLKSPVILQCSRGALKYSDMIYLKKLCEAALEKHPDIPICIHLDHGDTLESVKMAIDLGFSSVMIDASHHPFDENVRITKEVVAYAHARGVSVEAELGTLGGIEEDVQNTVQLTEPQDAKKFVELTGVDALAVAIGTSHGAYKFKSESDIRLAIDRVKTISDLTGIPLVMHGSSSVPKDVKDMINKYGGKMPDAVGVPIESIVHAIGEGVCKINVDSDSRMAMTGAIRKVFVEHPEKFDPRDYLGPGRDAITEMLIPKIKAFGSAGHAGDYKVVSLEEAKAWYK
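40 nM FBPA preincubated 10 min at RT with compound (up to 57.5 uM final), then substrate plus GAPDH/TPI/NAD/arsenate coupling and diaphorase/resazurin added. Fluorescence read after 20 min at RT, 525/598 nm.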
Shiga inhibitor: blocks Shiga toxin action in Vero cells. inhibition, % at 38.7 µM. AID 2315. Vero cells, Shiga toxin protein synthesis inhibition reporter. hit rate 9.2% among 290,000; in the data active = inhibition mostly above about 28%, no sharp cut-off; inactive = mostly below about 43%; note: 0% is about no effect
Pf growth 96h: P. falciparum growth inhibition at 96 hour, primary screen for plastid delayed-death inhibitors; P. falciparum luciferase reporter growth, 96 h; Potency, µM (titrated, usually from 28.7 µM), for inactives: at the top dose activity change, negative = inhibition, actives largely listed as inhibitors; hit rate 6.9% among 320,000; AID 504834; note: potency is the fitted concentration of half-maximal effect; % is set by controls: 0 for no effect and ±100 for the full control effect
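Two-generation exposure (96 h) targets delayed-death phenotype. Reporter parasites carrying integrated firefly luciferase, in red cells at 2% hematocrit and 0.05% parasitemia final, kept at 37 C, 5% CO2; luminescence loss indicates inhibition.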
* hit, by the source's call; ? = inconclusive; . = not tested or not shown; & = joins results of further samples; [ ] = dose if it differs, or a comment. Unless noted, calls come from the whole dose curve; as a rule, active = well fitted curve in the direction sought with a large enough effect; inconclusive = small, poorly fitted or top-dose-only effect, or another doubt; inactive = no such curve, though single readings can be large; an effect the other way counts as inactive or inconclusive.

Preview, four compounds:
SMILES	Cycloheximide cs	Pf growth 48h	HCV inh	Giardia FBPA inh	Shiga inhibitor	Pf growth 96h
O=C(NCC(c1cccs1)N1CCOCC1)c1cc(S(=O)(=O)N2CCOCC2)c(Cl)cc1Cl (configuration not stated)	.	?	8.2%	.	.	?
CCCCNC(=O)CSc1nc2ccccc2c(=O)n1Cc1ccc2c(c1)OCO2	-0.7	4.1%	?	7.6%	5.5	20.5%
Cc1c2n(c3ccccc13)CC/C2=N\O	7.2	32.2%[activator]	?	0.0%	-5.2	58.2%[activator]
C=C1CCN(C(C)C(=O)OC)S(=O)(=O)c2ccccc21 (configuration not stated)	-1.4&-2.2	5.8%	-2.6%[8.37 µM]	0.6%&-7.5%	17.6&-11.3	-21.0%

The whole of this part, previewed entries included:
SMILES	Cycloheximide cs	Pf growth 48h	HCV inh	Giardia FBPA inh	Shiga inhibitor	Pf growth 96h
O=C(NCC(c1cccs1)N1CCOCC1)c1cc(S(=O)(=O)N2CCOCC2)c(Cl)cc1Cl (configuration not stated)	.	?	8.2%	.	.	?
CCCCNC(=O)CSc1nc2ccccc2c(=O)n1Cc1ccc2c(c1)OCO2	-0.7	4.1%	?	7.6%	5.5	20.5%
Cc1c2n(c3ccccc13)CC/C2=N\O	7.2	32.2%[activator]	?	0.0%	-5.2	58.2%[activator]
C=C1CCN(C(C)C(=O)OC)S(=O)(=O)c2ccccc21 (configuration not stated)	-1.4&-2.2	5.8%	-2.6%[8.37 µM]	0.6%&-7.5%	17.6&-11.3	-21.0%
NC(=O)C1CCN(c2oc(-c3ccccc3)nc2S(=O)(=O)c2ccc(Br)cc2)CC1	10.3	?	2.9%	.	-8.0	?
CCN(CC)C(=O)CN1CCN(c2ncccn2)CC1	14.0	37.3%[activator]	-5.1%	?	-5.9	-3.8%
CCCOC(=O)c1cc(-c2ccc(C=O)o2)ccc1Cl	29.1*	13.3%	6.1%	5.3%	31.0	?
O=C(NC(CSCc1ccccc1)C(=O)N/N=C/c1ccc(O)cc1O)c1ccc([N+](=O)[O-])cc1 (configuration not stated)	13.6	?	10µM*	?	45.7	.
CC1(C)CN=c2s/c(=C\c3ccc(Cl)cc3)c(=O)n2C1	5.4	-18.4%	?	?	15.8	?
Cc1nc(N2CCN(C(=O)COc3ccccc3)CC2)c2c(C)c(C)sc2n1	-1.6	-9.5%	12.6µM*	4.5%	-12.1	66.0%[activator]
O=C(Nc1ccc(N2CCOCC2)cc1)c1cc2c(s1)CCCCC2	12.1	?	11.2µM*	-4.4%	44.1	?
COc1ccc(S(=O)(=O)N2CCCCCC2)cc1C(=O)N(C)Cc1ccc(C(C)(C)C)cc1	-0.3	?	14.1µM*	.	-13.1	13.1µM*
CCN1CCN(c2ccc(NC(=O)c3cccc(N4CCCC4=O)c3)cc2)CC1	24.9*	70.1%[activator]	7.8%	-5.6%	58.3	90.2%[activator]
CC1=C(C#N)C(c2ccccc2O)C(C#N)=C(C)N1	4.1	6.2%	8.8%	0.0%	9.6	-0.1%
CCCCCSc1nnc(-c2ccccc2N)c(=O)[nH]1	1.8	-1.5%	4.8%	13.3%	13.7	2.2%
COc1ccc(-c2nnc(SCCOc3cccc(C)c3)n2N)cc1	1.5	-2.6%	5.3%	1.6%	-4.5	.
CC(C)C(=O)Nc1cc(S(=O)(=O)Nc2ccc(Cl)cc2)ccc1Cl	-3.0	21.5%	?	-3.4%	0.3	30.4%[activator]
C[C@@H]1O[C@@H](OC[C@H]2O[C@@H](Oc3c(-c4ccc(O)cc4)oc4cc(O)cc(O)c4c3=O)[C@H](O)[C@@H](O)[C@@H]2O)[C@H](O)[C@H](O)[C@H]1O	.	4.6%	12.2%	.	.	41.3%[activator]
COc1ccc(NC(=O)COc2ccc(N(C)S(=O)(=O)c3ccc(Cl)cc3)cc2)cc1	.	11.7µM*	11.2µM*	.	.	?
COC(=O)N/N=C/c1cc(Br)ccc1O	-3.7	0.0%	-3.4%	-14.7%	4.2	?
Cc1ccc(C[n+]2ccccc2)cc1	.	9.28µM*	4.47µM*	.	.	?
Cc1cccc(-c2nnc(SCC(=O)Nc3nc4c(s3)CCCC4)n2C)c1	-0.3	?	?	5.8%	-3.3	16.5%
CC(NC(=O)c1cc(-c2ccccn2)nc2ccc(Cl)cc12)C1CCCO1 (configuration not stated)	8.7	-6.8%	?	.	-31.1	?
Cc1ccc(NC(=O)c2cc(S(=O)(=O)NCCC3=CCCCC3)ccc2F)cc1	-1.3	?	?	-2.0%	6.8	?
Cc1cc(C(F)F)n2nc(C(=O)Nc3ccc(S(=O)(=O)NC45CC6CC(CC(C6)C4)C5)cc3)nc2n1	-6.0	?	3.6%	4.6%	-15.3	.
Later entries.
SMILES	Cycloheximide cs	Pf growth 48h	HCV inh	Giardia FBPA inh	Shiga inhibitor	Pf growth 96h
Cc1ccc(OCCNc2ccc(S(=O)(=O)N3CCCC3)cn2)cc1	.	-29.5%	-10.7%	.	.	-5.9%
COCCN(C(=O)c1ccc(COc2ccccc2)o1)c1c(N)n(CC(C)C)c(=O)[nH]c1=O	.	-14.7%	3.7%	.	.	?
COc1ccc(CN(C)C(=O)c2ccncc2)c(OC)c1	0.5	7.2%	8.4%	.	4.7	27.9%
C/C(=N\NC(=O)Cn1nc(C)c([N+](=O)[O-])c1C)c1ccc(O)cc1	-2.7	-10.1%	15.8%	2.3%	2.4	?
O=C(CN1C(=O)COc2ccc(S(=O)(=O)N3CCCCCC3)cc21)NCc1ccc(F)cc1	1.5	?	-12.9%	-3.5%	-5.4	?
O=c1[nH]sc2cc(F)ccc12	14.4	-3.3%	?	?	-10.0	?
COc1cc(CN2CCNC(=O)C2CC(=O)NC2CCCCC2)cc(OC)c1 (configuration not stated)	-1.5	?	-0.1%	-8.2%	-8.8	-2.0%
CCNC(=O)OCC12CC3CC(CC(C3)C1)C2	-0.9	-0.6%	27.2%	3.3%	-7.4	335.6%[activator]
CCc1cc2c(Sc3nc4ccccc4s3)ncnc2s1	14.0	1.85µM*	6.0%	1.8%	24.3	?
CC(=O)ONC(=Nc1ccccc1)c1nonc1N	4.9	23.9%	13.5%	0.0%	-15.3	9.2%
COc1ccc(/C=N/NC(=S)Nc2cc(S(=O)(=O)N3CCOCC3)ccc2N2CCOCC2)cc1O	-3.8	?	10µM*	-6.7%	-2.4	?
CCN(Cc1cnn(C)c1)Cc1nc(C2(c3ccc(C)cc3)CCCC2)no1	-0.7	?	-21.1%	1.6%	-3.1	?
Cc1noc(C)c1COc1cccc(C(=O)OCC(=O)N2CC(=O)Nc3ccccc32)c1	-1.6	?	-14.6%	0.3%	-9.3	-8.8%
CCCCOc1ccc(CSC2=NCCN2)cc1[N+](=O)[O-]	0.7	?	?	-11.2%	14.9	13.1µM*
CCc1ccc(CN2CCN(C(=O)c3ccco3)CC2)cc1	12.1	0.0%	?	28.2µM*	14.6	5.2%
O=C(c1ccccc1Br)N1CCN(c2ccccn2)CC1	18.9	-28.5%	3.9%	3.8%	5.1	2.7%
Cc1c(C(N)=O)sc2nc(-c3ccccc3)cn12	36.4*	97.5%[activator]	?	3.1%	86.7*	10.4µM*
O=S(=O)(Nc1ccncc1)c1cc(Cl)c(Cl)cc1Cl	-2.7	32.4%[activator]	0.1%	5.0%	-1.1	7.38µM*
CCOC(=O)C1CCN(C(=O)C2CC(=O)N(c3ccc(C)cc3)C2)CC1 (configuration not stated)	-3.4	2.8%	-12.1%	1.6%	-2.6	.
O=C(NCc1cccs1)c1nc2c(nnn2Cc2ccc(F)cc2)c(=O)[nH]1	-3.3	-14.5%	2.5%	0.8%	7.9	17.1%
Cn1nc(C(C)(C)C)c([N+](=O)[O-])c1C(=O)NC(C)(C)C	-3.0	-6.6%	3.6%	5.5%	11.9	27.3%
COc1cc(C(=O)Nc2nnc(CC(=O)NCc3ccccc3)s2)cc(OC)c1OC	1.8	27.0%	2.3%	-2.8%	-3.0	4.6%
COc1ccccc1NS(=O)(=O)c1ccc(-c2cnc(C3CC3)o2)cc1	-2.4	2.1%	-6.2%	.	-9.7	16.1%
O=C(N/C=C\c1ccccc1)NCc1ccc(Cl)cc1	-3.6	-3.9%	?	9.0%	-11.2	36.3%
Cn1c(SCCOc2ccc(F)cc2)nnc1-c1ccncc1	-0.4	41.2%[activator]	22.5%	4.6%	13.1	41.5%[activator]
Continued.
SMILES	Cycloheximide cs	Pf growth 48h	HCV inh	Giardia FBPA inh	Shiga inhibitor	Pf growth 96h
O=C(NC(=S)Nc1ccccc1N1CCCC1)c1cccc(F)c1	15.8	?	-10.6%	-16.7%	7.0	6.8%
O=C(NCC(c1ccco1)N1CCCC1)c1cn(Cc2ccccc2)nc1-c1ccccc1 (configuration not stated)	.	?	-3.1%	.	.	9.28µM*
Cc1ccc2[nH]c(CNC(=O)c3ccccc3F)cc2c1	28.6*	49.7%[activator]	-8.4%	-0.7%	51.1	?
CCCN(CC(=O)Nc1ccccc1OC)C(=O)c1cc(-c2ccccc2)nn1-c1ccccc1	.	?	11.2µM*	.	.	?
Cc1ccnc(NC(=O)COc2c(C)cc(C)cc2[N+](=O)[O-])c1	7.3	11.9%	-7.7%	2.8%	17.4	-11.3%
Cc1cccc(-c2noc(CN(C(=O)C(c3ccccc3)c3ccccc3)C(C)C)n2)c1	-1.3	.	?	-4.3%	1.7	-21.6%
Fc1cnc(Cl)nc1NC1CCCCC1	0.4	23.6%	7.1%	7.9%	-3.9	4.65µM*
COc1ccc(C2CC(c3c(O)cc(C)oc3=O)=NCCS2)c(OC)c1 (configuration not stated)	24.3	-6.7%	?	-16.2%&-7.5%	36.3	11.6%
Cc1ccc(NC(=O)CCNS(=O)(=O)c2ccc3c(c2)CCC(=O)N3)cc1F	-1.1	49.9%[activator]	6.3%	2.3%	6.8	9.28µM*
Cc1ccc(C)c(N2CCN(C(=O)c3ccc(NS(=O)(=O)c4c(C)noc4C)cc3)CC2)c1	-3.4	-0.9%	1.5%	12.9%	11.1	59.6%[activator]
COc1ccccc1-n1c(SCC(N)=O)nnc1-c1ccc(S(=O)(=O)N2CCCCC2)cc1	-2.3	-10.4%	9.2%	2.8%	-2.6	.
O=C(c1cnn2cccnc12)N1CCN(c2ccccc2)CC1	19.7	82.7%[activator]	20.6%	-10.8%	38.5	.
COc1ccc2cc(-c3ccccc3)c(=O)oc2c1	31.8*	234.4%[activator]	?	7.6%	52.2*	254.4%[activator]
COc1ccc(CNn2c(C)nc3ccccc3c2=O)cc1	2.0	1.8%	-26.2%	-1.1%	22.6	-1.8%
COc1ccc(OCCC(=O)NCCN2CCOCC2)cc1	-3.2	5.7%	8.7%	-7.2%	12.7	42.2%[activator]
O=C(N/N=C/c1ccc(Sc2ccccn2)o1)c1cc2ccccc2cc1O	21.8*	?	30.8%[activator]	0.9%	24.5	?
Cc1ccc(S(=O)(=O)N(C)c2cc(S(N)(=O)=O)c(C)cc2C)cc1	-4.4	-0.3%[5.75 µM]	-6.1%	-7.7%	-15.2	?
Clc1ccc(CSc2nccn2Cc2ccccc2)cc1	0.9	15.4%	?	.	0.0	?
O=C(c1ccc(F)cc1)c1cc2ccc(O)cc2oc1=O	12.0	-10.9%[0.00184 µM]	24.1%	-2.4%	25.3	56.2%[activator]
Cc1ccc(NC(=O)COC(=O)[C@H](C)N2C(=O)C3CC=CCC3C2=O)cc1S(=O)(=O)N(C)C (some centres not stated)	-1.8	-0.5%	-21.4%	-0.1%	-8.7	?
Cc1ccsc1C(=O)C1CCCN(Cc2sc(N(C)C)nc2Cl)C1 (configuration not stated)	8.0	0.0%	?	-17.2%	-9.8	4.5%
O=C(CSc1ccccn1)Nc1ccc(Br)cn1	21.2*	42.2%[activator]	1.7%	2.0%	66.9	11.5%
CCn1c(SCC(=O)Nc2ccc(N3CCOCC3)cc2)nnc1-c1ccco1	.	-1.2%	-9.5%	.	.	10.4µM*
